# Screens from PubChem BioAssay.
# CIT2-GFP yeast: modulators of TOR pathway CIT2-GFP in S. cerevisiae | 0.065% of 320,000 active | AID 2029 | GFP response vs DMSO, % at 10 µM | S. cerevisiae CIT2-GFP strain, flow cytometry, 3 h; 100 means same as DMSO wells;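 active means GFP response relative to DMSO above a set limit, near the screen mean plus 3 SD, cut at about 150% in these data; inconclusive means Fewer than 70 cells measured for a yeast strain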;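 further: ratio of well median GFP fluorescence to mean of DMSO wells on the plate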
# MEP2 TOR yeast: modulators of TOR pathway MEP2-GFP in S. cerevisiae; S. cerevisiae MEP2-GFP strain, flow cytometry GFP, 3 h; 100% = DMSO control level; GFP response vs DMSO, % at 10 µM; 0.51% of 330,000 active;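 active means GFP response versus DMSO above a set limit, roughly screen mean plus 3 SD, cut at about 180% in these data; inconclusive means fewer than 70 cells counted for a yeast strain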;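 further: median GFP fluorescence of the barcode-gated MEP2-GFP cells per well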
# LAP4-GFP MLPCN: modulators of TOR pathway LAP4-GFP in S. cerevisiae | AID 2023 | S. cerevisiae LAP4-GFP multiplex, flow cytometry GFP, 3 h; median GFP as percent of DMSO wells | GFP response vs DMSO, % at 10 µM | 0.34% of 320,000 active;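 active means GFP response vs DMSO above a set limit, about the screen mean plus 3 SD, cut at about 150% in these data; inconclusive means under 70 cell events counted for the yeast strain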
# RPL19A TOR yeast: yeast TOR pathway RPL19A-GFP modulation. percent response vs DMSO, % at 10 µM. AID 2025. S. cerevisiae RPL19A-GFP strain, flow cytometry, 3 h; active compounds read low. 0.3% of 330,000 active;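 active means percent response vs DMSO below 50%; inconclusive means fewer than 70 events counted for the yeast strain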;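 further: median channel GFP fluorescence of the barcoded RPL19A-GFP strain; ratio of sample median GFP to plate DMSO average so 100% = DMSO; lower means less RPL19A-GFP as with rapamycin TOR inhibition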
# Yeast superoxide: lowers age-related superoxide in aged yeast cells; 0.18% of 330,000 active; S. cerevisiae aged cells, superoxide DHE fluorescence; active compounds read low; superoxide response (% of plate mean), % at 10 µM;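 active means superoxide response under a set limit, about three screen SD below normal, cut at about 65% in these data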;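 further: yeast aged for seven days with compound at 30 °C before DHE staining; 100% = average MFI of all compound-treated wells on the plate with controls excluded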
# AGP1 TOR yeast: modulators of TOR pathway AGP1-GFP in S. cerevisiae; GFP response vs DMSO, % at 10 µM; 0.02% of 320,000 active; AID 2066; S. cerevisiae AGP1-GFP multiplex flow cytometry, 3 h; GFP as percent of DMSO wells;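 active means GFP response relative to DMSO above a set limit, near screen average plus 3 SD, cut at about 150% in these data; inconclusive means fewer than 70 cells counted for the yeast strain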;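 further: median GFP channel fluorescence of the gated AGP1 strain per well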
# AHR activator: activators of human aryl hydrocarbon receptor. P35869. AHR-responsive luciferase reporter cells, luminescence. activation, % at 5 µM. 2.5% of 320,000 active; in the data active means activation above about 47%;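 further: 0% = vehicle wells and 100% = reference agonist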
# Target sequence (P35869 whole entry, looked up): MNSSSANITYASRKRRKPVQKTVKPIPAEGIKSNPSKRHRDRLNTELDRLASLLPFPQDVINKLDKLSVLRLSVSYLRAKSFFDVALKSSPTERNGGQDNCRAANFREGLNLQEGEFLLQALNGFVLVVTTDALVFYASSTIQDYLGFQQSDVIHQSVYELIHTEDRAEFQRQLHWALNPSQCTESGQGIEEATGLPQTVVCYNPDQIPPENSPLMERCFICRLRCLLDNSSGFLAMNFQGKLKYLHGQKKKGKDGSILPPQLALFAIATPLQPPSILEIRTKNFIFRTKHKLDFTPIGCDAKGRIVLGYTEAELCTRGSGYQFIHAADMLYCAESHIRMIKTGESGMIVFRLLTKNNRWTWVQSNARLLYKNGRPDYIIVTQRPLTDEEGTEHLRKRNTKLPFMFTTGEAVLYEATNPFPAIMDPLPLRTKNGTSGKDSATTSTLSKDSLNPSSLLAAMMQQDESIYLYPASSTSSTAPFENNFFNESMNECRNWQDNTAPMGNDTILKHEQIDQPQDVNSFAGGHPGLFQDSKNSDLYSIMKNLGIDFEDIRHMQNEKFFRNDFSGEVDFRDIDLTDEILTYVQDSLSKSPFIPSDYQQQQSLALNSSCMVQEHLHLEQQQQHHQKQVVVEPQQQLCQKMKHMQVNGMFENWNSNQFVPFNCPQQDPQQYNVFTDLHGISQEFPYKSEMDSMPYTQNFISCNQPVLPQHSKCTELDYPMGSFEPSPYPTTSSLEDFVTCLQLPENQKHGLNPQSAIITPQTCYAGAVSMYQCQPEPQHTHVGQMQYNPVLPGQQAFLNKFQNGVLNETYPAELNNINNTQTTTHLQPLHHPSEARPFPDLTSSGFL
# Efflux pump mplx: antifungal efflux pump inhibition, Nile Red retention | S. cerevisiae Candida pump triplex | inhibition, % at 10 µM | AID 485275 | 0.44% of 330,000 active;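 active means plate passing quality check with inhibition over a set limit, or well fluorescence over plate mean plus 4 SD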;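 further: Nile Red retained in pooled yeast measured as flow cytometry median fluorescence; 0% = buffer negative control and 100% = Enniatin B positive control; higher means more Nile Red kept so more efflux inhibition; some compounds called inactive have numbers as strong as hits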
# Active calls of the source: *; ? = inconclusive; . = no result given.
item	Compound	LAP4-GFP MLPCN	MEP2 TOR yeast	Efflux pump mplx	RPL19A TOR yeast	CIT2-GFP yeast	Yeast superoxide	AHR activator	AGP1 TOR yeast
1	Cc1cc(C)cc(NC(=O)c2cnn(-c3ccccc3)c2C2CCNCC2)c1	93	105	-0.1	105	99	95	3	100
2	CCNC(=O)n1cc(-n2cncn2)c(-c2ccc(Cl)cc2)n1	92	100	0.1	109	98	76	6	99
3	CCOC(=O)c1cc(-c2ccccc2)sc1NC(=O)C(C)Sc1nnc(N)s1 (configuration not stated)	104	100	0.7	103	94	106	0	100
4	Cc1ccc(S(=O)(=O)Nc2cc(C)c(O)c(S(=O)(=O)c3ccc(C)cc3)c2)cc1	104	102	-0.4	108	.	91	-1	98
5	CC(=O)Nc1ccc(OS(=O)(=O)c2ccc(Cl)cc2)cc1	109	104	0.0	103	93	106	5	92
6	O=C(NNC(=O)c1ccc(Br)s1)c1cccc(S(=O)(=O)N2CCCC2)c1	110	105	0.1	101	92	78	0	107
7	COCCN(C(=O)CC1OC(=O)c2ccccc21)c1c(N)n(Cc2ccccc2)c(=O)[nH]c1=O (configuration not stated)	102	100	-0.2	100	99	99	1	104
8	Cc1ccc(C)c(N(C)C(=O)CCS(=O)(=O)c2cccc3nonc23)c1	88	100	-0.1	99	99	91	4	90
9	O=C(CCCC(=O)OCC(F)(F)C(F)F)Nc1ccccc1F	96	108	-0.2	104	108	91	0	104
10	CCOC(=O)c1cc(C(C)=O)c(=O)n(C)c1N	104	101	0.0	100	102	107	2	100
11	Cc1nc2ccccc2c(=O)n1-c1ccc(NS(=O)(=O)c2ccc(F)cc2F)cc1	101	103	-0.1	95	97	98	1	96
12	Cc1nc(N2CCOCC2)c2c(C)c(C(=O)Nc3ccc(F)cc3F)sc2n1	96	96	0.4	98	93	121	-4	94
13	O=C(NCc1cccnc1)c1ccc(N2CCOCC2)c([N+](=O)[O-])c1	96	113	0.2	111	110	92	46	107
14	COc1cccc(-c2coc3c(C)c4oc(=O)c(CCC(=O)O)c(C)c4cc23)c1	105	115	-0.4	104	119	120	3	97
15	Cc1onc(-c2ccccc2)c1C(=O)c1ccccc1	112	101	-0.1	98	95	83	0	100
16	Cc1cccc(CN2CCC(C(=O)Nc3ccc(Oc4cccnc4)cc3)CC2)c1	74	93	0.3	107	99	94	1	97
17	CCOc1ccc(C(=O)NCc2cccnc2)cc1	99	105	0.1	99	98	100	2	101
18	Cn1cnnc1SCC(=O)Nc1ccc2nc(SCc3ccccc3)sc2c1	99	102	0.1	97	89	96	-2	91
19	COc1ccc(Nc2nc(N(C)c3ccccc3)nc(N)c2[N+](=O)[O-])cc1	103	105	-0.3	100	102	89	0	106
20	CCOc1ccc2[nH]c(=O)c(CN(Cc3ccccc3)C(=O)N3CCCC3)cc2c1	102	97	0.0	97	93	100	12	100
21	COc1ccc(OC)c(NC(=O)Nc2ccc(O)c3ccccc23)c1	106	97	0.2	95	98	121	49*	103
22	COc1cc(S(=O)(=O)N2CCN3CCCC3C2)ccc1-n1cnnn1 (configuration not stated)	100	100	0.0	101	102	93	1	111
23	CC(C)COC(=O)/C(C#N)=C/c1cn(Cc2ccccc2)c2ccccc12	104	113	0.9	98	102	95	1	99
24	CCC(C(=O)Nc1ccc(C(=O)N2CCCC2)cc1)c1ccccc1 (configuration not stated)	94	101	0.0	104	110	80	-2	100
25	CC1CCCC(C)N1NC(=S)Nc1ccc(OC(F)F)cc1 (configuration not stated)	88	96	-0.2	96	98	86	4	88
26	COCCCNC(=O)c1c(NC(=O)c2cccs2)sc2c1CCCC2	101	98	-0.1	99	105	92	4	101
27	COc1ccc(N2C(=O)CC(N3CCN(c4nc5ccccc5s4)CC3)C2=O)cc1 (configuration not stated)	99	102	0.3	88	88	102	1	53
28	O=C(O)c1cc(S(=O)(=O)N2CCOCC2)ccc1N1CCCCC1	96	93	0.3	94	89	100	13	95
29	CC(C)N(C)Cc1nnnn1CC(=O)NCCc1cccc(C(F)(F)F)c1	96	105	0.0	102	107	88	3	106
30	ONC(=Nc1ccccc1)c1ccc(Cl)cc1	106	105	0.0	105	101	114	15	101
31	CC(C)N(CCCNC(=O)c1ccc(CS(=O)(=O)c2c(Cl)cccc2Cl)o1)Cc1ccccc1	94	95	-0.1	93	98	114	-1	97
32	COc1ccc(/C=C/C(=O)OCC(=O)NC2CCCC(C)C2C)cc1 (configuration not stated)	95	89	0.1	86	90	137	0	92
33	Cc1csc(OCC(=O)Nc2ccc(C)c(C)c2)n1	98	104	-0.1	102	93	106	17	96
34	CC(C)NC(=O)COC(=O)c1ccc(Cl)c(S(N)(=O)=O)c1	93	99	0.1	99	90	99	1	94
35	Cc1cc(Cl)ccc1OCC(=O)NC1CCCC1	111	105	0.0	97	88	99	-2	96
36	Cc1cc(C)n2nc(CCCO)nc2n1	104	100	-0.3	103	99	127	5	104
37	Cc1ccc2oc(=O)c(/C=C(\O)c3ccccc3)nc2c1	121	104	-0.2	99	89	96	15	102
38	NCCNC(=O)Cc1ccc(NC(=O)Cc2ccc(Nc3ncnc4c3ncn4[C@@H]3O[C@H](CO)[C@@H](O)[C@H]3O)cc2)cc1	107	100	0.0	100	76	101	-1	84
39	CCN(CC)C(c1ccc(C)cc1)c1nnnn1C1CCCCC1 (configuration not stated)	108	96	0.1	105	108	104	-2	105
40	COC(=O)c1cccc(C(=O)Nc2ccc(F)cc2)n1	106	99	-0.1	96	90	96	8	90
41	C=CCCC(=O)NC1CC(C)(C)Cc2c1cnn2-c1ccc(OC)cc1 (configuration not stated)	89	107	0.3	102	98	101	0	99
42	O=c1c2sccc2nc(SCc2cc(=O)n3cc(Cl)ccc3n2)n1-c1ccc(F)cc1	94	76	0.1	106	103	97	-1	100
43	Cc1nc(NC(=O)CN2CC(C)OC(C)C2)sc1C(=O)N(C)C (configuration not stated)	103	113	-0.1	104	106	108	-2	107
44	O=C(N/N=C/c1ccccc1O)c1cc(=O)[nH]c2ccccc12	95	95	0.5	94	91	134	7	95
45	COC(=O)c1ccc(NS(=O)(=O)c2cc(-c3cc(C)no3)ccc2OC)cc1	92	93	0.1	99	103	90	-2	108
46	COc1cc2[nH]c(=S)n(NC(=O)c3ccccc3)c(=O)c2cc1OC	102	100	-0.1	100	101	98	0	.
47	Nc1cc(N)nc(SCC(=O)NC(=O)NC2CCCC2)n1	90	95	0.1	94	89	107	2	89
48	COc1cccc(NC(=O)c2cc(-c3cccnc3)nc3c(Cl)cccc23)c1	102	95	0.2	99	97	119	24	98
49	N#Cc1c(SCC(=O)Nc2nc3ccc(Br)cc3s2)sc2c(O)cc(=O)[nH]c12	92	106	-0.2	108	105	99	14	104
50	O=C(C[n+]1cc(-c2ccc(Cl)cc2)n2c1CCC2)N1c2ccccc2Sc2ccccc21	105	106	0.1	103	97	106	4	101

# Next part
item	Compound	LAP4-GFP MLPCN	MEP2 TOR yeast	Efflux pump mplx	RPL19A TOR yeast	CIT2-GFP yeast	Yeast superoxide	AHR activator	AGP1 TOR yeast
51	Cc1ccccc1CC1(CO)CCCN(C(=O)c2cc(-c3ccccc3)no2)C1 (configuration not stated)	96	100	0.4	104	92	130	22	95
52	C/C=C\C=C/C(=O)Nc1cccc(C2=NOC3(C2)C[C@H](C(N)=O)N(C(=O)Cc2ccc([N+](=O)[O-])cc2)C3)c1 (some centres not stated)	123	98	0.0	99	96	95	0	87
53	CC(C)C(=O)Nc1cccc(NC(=S)NC(=O)c2cccs2)c1	102	101	-0.1	99	98	99	48*	96
54	Cc1ccc(CNc2ncnc3cc(Cl)ccc23)cc1	95	103	0.0	105	101	107	18	104
55	COCCNC(=O)Cn1c(=O)n(Cc2ccco2)c(=O)c2ccccc21	99	106	0.2	99	95	72	7	100
56	O=C(/C=C/c1cccs1)Nc1cccnc1	101	110	-0.1	98	97	92	56*	96
57	Cn1c(CN2CCN(C(=O)c3ccc(F)cc3)CC2)nc2cc([N+](=O)[O-])ccc21	86	96	0.1	94	86	112	1	94
58	O=c1c2c3c(sc2n2c(=S)[nH]nc2n1-c1ccccc1)CCC3	115	96	0.0	99	99	101	0	108
59	CCc1ccccc1NC(=O)COc1ccc(N2CC(C(N)=O)CC2=O)cc1 (configuration not stated)	95	103	0.0	103	97	103	-5	99
60	CCOc1ccc(C(=O)NCC(=O)OC2CCOC2=O)cc1OCC (configuration not stated)	97	105	0.1	99	100	95	0	102
61	OCCN1CCN(C(=S)c2ccc(Br)cc2)CC1	103	106	-1.8	103	109	89	-1	110
62	C=CCn1cc(C(=O)OC)c(=O)c2cc(S(=O)(=O)N(CC)CC)ccc21	98	101	-0.1	97	93	110	1	104
63	CC1CC1c1ccc(/C=C(\C#N)C(=O)Nc2ccc(Cl)cc2Cl)o1 (configuration not stated)	98	96	3.9	102	105	100	5	101
64	S=C(Nc1ccc(N2CCOCC2)cc1)Nc1ccc2snnc2c1	96	92	0.1	91	93	87	55*	92
65	CN(CC(=O)Nc1c(Cl)cccc1Cl)C(=O)c1cc(S(=O)(=O)N(C)C)ccc1N1CCCC1	104	110	0.0	97	98	104	4	106
66	CC1(C)Cc2c(cnn2-c2ccccc2)C(NC(=O)CCCn2cncn2)C1 (configuration not stated)	68	97	0.0	104	109	97	.	90
67	O=C(/C=C/c1ccccc1)Oc1ccc(C(=S)N2CCOCC2)cc1	96	98	-0.1	97	104	114	-2	102
68	O=C(N/N=C/c1c[nH]c2ccccc12)c1cc(-c2ccc(-c3ccccc3)cc2)n[nH]1	98	93	0.0	103	119	104	7	105
69	COc1ccccc1N1CCN(S(=O)(=O)c2cc3c(cc2C)NC(=O)CO3)CC1	114	99	0.6	100	113	108	2	108
70	O=C(Nc1cc2c3c(c1)CC(=O)N3CCC2)c1ccc(Br)o1	106	106	-0.2	105	109	104	6	118
71	Cc1ccc(C)c(NC(=O)COC(=O)Cn2c(C)csc2=O)c1	101	109	-0.1	103	108	100	2	108
72	O=C(O)C1CCC(N2C(=O)C3CCCCC3C2=O)CC1 (configuration not stated)	83	86	0.0	84	70	84	1	84
73	O=C(NN1C(=O)/C(=C/c2cccnc2)SC1=S)C(c1ccccc1)c1ccccc1	115	96	0.2	97	95	93	-1	87
74	Cc1csc(NC(=O)CN2C(=O)C3CC=CCC3C2=O)n1 (configuration not stated)	89	90	0.0	87	82	96	-1	86
75	Cc1cccc(NC(=O)CN2CCN(C(=O)c3ccc(OCc4cn5ccccc5n4)cc3)CC2)c1C	85	89	0.1	93	96	135	0	93
76	CCOC(=O)C1(Cc2ccccc2C(F)(F)F)CCN(C2CCC2)CC1	99	92	0.1	99	95	113	6	102
77	CCN(Cc1cc2ccccc2[nH]c1=O)C(=O)C(C)C	94	104	-0.2	96	100	116	2	97
78	CCCCCCc1ccc(OCC(=O)OC)cc1OCC(=O)OC	103	104	0.0	100	98	101	-1	104
79	COc1cc2[nH]c(=S)nc(NCCCOC(C)C)c2cc1OC	?	?	0.2	?	?	111	20	.
80	COc1ccc2oc(C(=O)OCC(=O)N(C)CC(=O)Nc3ccc(C)cc3)c(C)c2c1	98	99	-0.1	99	108	106	0	110
81	CCN(C(=O)c1ccco1)c1nnc(-c2ccc(OC)cc2)s1	104	100	0.0	101	96	110	5	93
